TbREL1 inh = TbREL1 inhibition, primary screen | TbREL1 RNA ligation, FRET fluorescence | P86926 | 0.49% of 89,000 active | AID 1117264 | inhibition, % at 9.66 µM;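 active = inhibition above the mean inhibition across all screened compounds plus 3 SD, cut at about 11% in these data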;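 also: 0% = plate median of test wells and 100% = NSC42067 control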
Target sequence (P86926 whole entry, looked up): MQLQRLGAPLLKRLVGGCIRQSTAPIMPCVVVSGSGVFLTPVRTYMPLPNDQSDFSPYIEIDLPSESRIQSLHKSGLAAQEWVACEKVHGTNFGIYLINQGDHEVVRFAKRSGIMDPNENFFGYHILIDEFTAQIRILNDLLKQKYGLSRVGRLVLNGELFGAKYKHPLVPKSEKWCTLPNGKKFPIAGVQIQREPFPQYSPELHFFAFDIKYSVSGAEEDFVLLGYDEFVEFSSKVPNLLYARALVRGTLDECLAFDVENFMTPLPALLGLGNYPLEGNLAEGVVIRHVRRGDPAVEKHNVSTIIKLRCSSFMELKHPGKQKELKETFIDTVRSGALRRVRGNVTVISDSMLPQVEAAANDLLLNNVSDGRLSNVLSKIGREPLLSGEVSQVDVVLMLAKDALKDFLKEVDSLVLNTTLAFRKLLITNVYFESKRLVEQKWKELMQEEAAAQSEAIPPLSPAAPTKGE
Active calls of the source: *. These rows are one share of the data, so the mix of outcomes need not match the whole.

TbREL1 inh,molecule
-1,COc1ccc(S(=O)(=O)N/N=C\c2ccc(OC)c(COc3ccc(C)cc3[N+](=O)[O-])c2)cc1
2,COC(=O)c1ccc(NC(=O)c2ccc(NC(=O)c3ccco3)cc2)cc1
2,COc1cccc(-n2ccnc2SCC(=O)Nc2ccccc2)c1
3,Oc1ccc(Cl)cc1CNc1nccs1
-3,Cc1cc(C)nc(NS(=O)(=O)c2ccc(NC(=O)C(C)Oc3ccccc3F)cc2)n1 (stereo not drawn)
2,Cc1ccc(NC(=O)CNC(=O)c2cccc(Cl)c2)nc1
0,COc1ccccc1CNC(=O)CN1CCN(S(=O)(=O)c2cccs2)CC1
-1,COc1cccc(C(=O)N/N=C(\CC(C)C)c2ccccc2)c1
0,O=P(O)(CCc1ccccc1)CN1CCCCC1
-3,COc1ccc(S(=O)(=O)N2CCOCC2)cc1NC(=O)CSc1nnc2n1CCCCC2
2,Cc1cccc2cc(CN(Cc3cccs3)C3(c4nnnn4C4CCCC4)CCCC3)c(=O)[nH]c12
1,Cc1cc(=O)n(C)c(=O)n1CCCCCOc1cccc([N+](=O)[O-])c1
-2,CCN1C[C@@H]2[C@@H]3C(=O)N(C)C(=O)[C@@H]3[C@](Cc3ccccc3)(C1=O)N2C(=O)c1ccc(Br)cc1
-2,O=C(c1ccc(CS(=O)(=O)c2c(Cl)cccc2Cl)o1)N1CCN(c2ccccn2)CC1
5,O=C(c1cc2c(s1)-c1ccccc1OC2)N1CCCC1

(list continues)
TbREL1 inh,molecule
-1,CCOc1ccc(N(CC(=O)Nc2ccccc2C(=O)NC(C)CC)S(C)(=O)=O)cc1 (stereo not drawn)
-1,COC(=O)c1ccc(C(=O)OC)c(NC(=S)N2CCN(c3cccc(Cl)c3)CC2)c1
-1,C/C(=C/c1ccccc1)C(=O)N1CCN(c2ccccc2)CC1
0,Cc1cccc(OCc2nnc(SCC(=O)N3CC(=O)Nc4ccccc43)o2)c1
-1,O=C(Cc1ccccc1)Nc1ccc2c(c1)OC1(CCCC1)O2
2,CCCn1c(SCC(=O)N2CCN(CC)CC2)nc2c1c(=O)n(C)c(=O)n2C
0,Cn1c(Cn2c(=O)sc3ccccc32)nnc1SCC(=O)NCc1ccccc1
-2,CC1CC(N(C(=O)C2CC2)c2ccccc2)c2ccccc2N1C(=O)C1CC1 (stereo not drawn)
0,Cc1cc2oc(=O)c3c(c2cc1OC(=O)c1ccco1)CCCC3
-1,C[C@H](CO)N1C[C@H](C)[C@@H](CN(C)C(=O)Nc2ccccc2)Oc2ccc(NC(=O)CCC(F)(F)F)cc2C1=O
2,Clc1ccc(CN2CCN(N=Cc3c4ccccc4cc4ccccc34)CC2)cc1
-2,O=C(c1ccco1)N1CCN(C(c2ccccc2F)c2nnnn2Cc2cccs2)CC1 (stereo not drawn)
-2,COc1cc(-c2cccc([C@H]3[C@@H]4C=CC[C@@H](C)[C@@H]4C(=O)N3Cc3ccccc3)c2)cc(OC)c1OC
-3,CCOP(=O)(OCC)c1nc(-c2cccc3ccccc23)oc1NCc1ccccc1
1,Cc1ccc(/C=N/NC(=O)Cn2nnc(N)n2)o1

Later entries
TbREL1 inh,molecule
1,CC(C)CCN1C(=O)c2ccccc2C1c1nnnn1Cc1ccccc1 (stereo not drawn)
3,Cc1ccc(S(=O)(=O)c2nc(S(C)(=O)=O)sc2N2CCCCCC2)cc1
2,CN(c1ccc(C(=O)N2CCc3ccccc3C2)cc1)S(C)(=O)=O
-3,CCN(CC(=O)Nc1c(F)cccc1F)C(=O)CCNC(=O)c1ccc([N+](=O)[O-])cc1
0,Cc1ccc(S(=O)(=O)Nc2nc3ccccc3nc2NCc2ccc3c(c2)OCO3)cc1C
-1,O=C(CSc1nc2sc3c(c2c(=O)n1-c1ccc(Cl)cc1)CCC3)Nc1ccc(C(=O)O)cc1
-3,COc1ccc(CCC2(C)NC(=O)N(C(C)C(=O)N3c4ccccc4CC3C)C2=O)cc1 (stereo not drawn)
1,CCOc1ccc2nc(SCC(=O)N(C)C)[nH]c2c1
-1,COCCNC(=O)/C(=C/c1ccccc1Cl)c1ccccc1
-2,CC(C)(C)Oc1ncc(Br)c(OC(C)(C)C)n1
7,COc1cc(NC(=O)CSC(=S)N2CCCC2)c(OC)cc1Cl
-1,COc1ccc(-c2cc(C(F)(F)F)nc(N3CCOCC3)n2)cc1
3,CCOc1cc(/C=N/NC(=O)Cn2nc([N+](=O)[O-])cc2C)ccc1OCc1ccc(F)cc1
0,COC(C[C@H](O)C[C@H](O)COCc1ccccc1)OC
3,O=C(COC(=O)COc1ccc(Cl)cc1)NCCNC(=O)COC(=O)COc1ccc(Cl)cc1

(next part)
TbREL1 inh,molecule
6,CC(C)(C)NC(=O)COC(=O)/C=C/c1ccc(F)cc1
-1,CCNC(=O)N(CC)C[C@H]1N[C@@](C)(C(=O)OC)[C@H]2C(=O)N(C)C(=O)[C@@H]12
2,CN(C)S(=O)(=O)c1ccc2c(c1)C(CC(=O)O)NC2=O (stereo not drawn)
-1,Cc1noc(C)c1S(=O)(=O)N1CCCC(C(=O)NCCC2=CCCCC2)C1 (stereo not drawn)
1,O=C(C1CC(=O)N(c2ccc(Br)cc2)C1)N1CCCC1 (stereo not drawn)
1,CC1CCc2c(C(=O)NCc3ccco3)csc2C1 (stereo not drawn)
5,COc1ccc2sc(C)nc2c1NC(C)=O
-4,C=CCN1C=C2C(=O)C(C)(OC(=O)C3CCCC3)C(=O)C=C2C=C1c1ccsc1 (stereo not drawn)
0,CCN1CCCC1CNC(=O)C(=O)NC(C)c1ccccc1 (stereo not drawn)
1,C=C[C@H]1[C@H](O[C@@H]2O[C@H](CO)[C@@H](O)[C@H](O)[C@H]2O)OC=C2C(=O)OCC[C@]21O
2,COCCN1Cc2cccc(C(=O)Nc3c(C)cc(C)cc3C)c2C1=O
0,CN(C(=O)c1cccc(NC(=O)Cc2cccc([N+](=O)[O-])c2)c1)C1CCC1
4,Nn1c(SCC(=O)Nc2nccs2)nnc1-c1cc(-c2ccc(F)cc2)n[nH]1
-4,CCCCc1cc(=O)oc2cc(OCC(=O)N3CCOCC3)ccc12
4,COc1ccc(CCCNC(=O)C2CCC(=O)N(Cc3ccc(Cl)cc3)C2)cc1 (stereo not drawn)

Continued:
TbREL1 inh,molecule
-3,O=C(Cc1ccc(Cl)cc1)NNC1CC(=O)N(c2ccc3ccccc3c2)C1=O (stereo not drawn)
-5,CCOc1ccc(CC(=O)NNC(=S)NC)cc1Br
-1,COc1ccc(CNc2ccc(-c3ccc(OC)cc3)nn2)cc1
-1,CCOC(=O)C1=C(C)N=C2SC(C)C(=O)N2C1c1ccc(OC(C)=O)c(OC)c1 (stereo not drawn)
-1,CCCN1CCC(=O)N(CCSc2ccc(C)cc2)CC1
9,COc1ccc2c3n(nc2c1)CCN=C3c1ccc(Cl)cc1
3,CN(C)S(=O)(=O)Oc1cccc(C(=O)Nc2ccc(Cl)c(Cl)c2)c1
1,Cc1sc2ncnc(N3CCOCC3)c2c1C
-4,Cc1nc2nc(-c3ccccc3)[nH]n2c(=O)c1Cc1ccccc1
-4,O=C(N/N=C\c1ccc(Cl)cc1)c1sccc1-n1cccc1
0,O=C(O)COCc1nc2ccccc2[nH]1
-1,COc1ccc(C2CC(c3cccs3)=NN2C(=O)COC(=O)c2cncc(Br)c2)cc1OC (stereo not drawn)
6,O=C(c1cnc2c(c1)COc1ccc(Cl)cc1-2)c1ccccc1O
-3,CCOC(=O)CCCCCC(=O)Nc1ccc2c(c1)CC(=O)N([C@H](C)CO)C[C@H](C)[C@H](CN(C)S(=O)(=O)c1ccc(OC)cc1)O2
-1,CN(CC(=O)Nc1cccc(F)c1)CC(=O)Nc1cccc2ccccc12

An excerpt of these results, as tab-separated lines.
Molecule	TbREL1 inh
O=C(O)COCc1nc2ccccc2[nH]1	0
COc1ccc(C2CC(c3cccs3)=NN2C(=O)COC(=O)c2cncc(Br)c2)cc1OC (stereo not drawn)	-1

More records follow:
TbREL1 inh,molecule
-2,COc1ccc(N2C(=O)C(F)(F)C2c2ccc(C)cc2)cc1OC (stereo not drawn)
-3,C=CCN1C(=O)c2ccc(C(=O)N(C)CC(=O)Nc3ccc(Br)cc3C)cc2C1=O
3,C[C@H]1[C@H](c2ccccc2)Oc2cc(Br)ccc2S(=O)(=O)N1Cc1cccc(F)c1
-2,CCOc1ccc(CN(C)C(=O)CN2C(=O)NC3(CCCc4ccccc43)C2=O)cc1 (stereo not drawn)
1,COc1ccccc1NC(=O)c1ccc(Cl)c(S(=O)(=O)NCc2ccco2)c1
1,COc1ccc(NS(=O)(=O)c2cc(C)ccc2C)cc1
-3,COc1ccc(C(=O)CSc2nnc(-c3ccc(C)cc3)o2)cc1
7,CCOc1ccc(OCCCCn2ccnc2)cc1
0,C=CCNc1nc(-c2ccc(O)c(C(N)=O)c2)cs1
6,COc1ccc(CCNC(=O)Cn2ccc3cc(S(=O)(=O)N4CCCC4)ccc32)cc1OC
-2,COCc1cc(C)nc(OCC(=O)N/N=C/c2ccc(O)cc2)c1C#N
6,N#Cc1ccc(C(=O)OCC(=O)Nc2cccc(S(=O)(=O)N3CCCCC3)c2)cc1
3,Cc1ccc(C(=O)NC2CCCCN(C)C2=O)c(C)c1 (stereo not drawn)
-4,Cc1ccc(SCC(=O)Nc2ccc(N3CCOCC3)cc2)cc1C
10,Brc1ccc(-c2noc(-c3ccccc3)n2)o1

Next part:
TbREL1 inh,molecule
0,COc1ccc(C2CC(c3ccc(OC)cc3)n3nc(NC(=O)c4cccs4)nc3N2)cc1 (stereo not drawn)
-1,CCCc1ccc2c(C(F)(F)F)cc(C(F)(F)F)cc2n1
2,O=C(c1ccc(Cl)c(Cl)c1)N1CCC(=O)N(C(COCc2ccc(Cl)cc2)Cc2ccccc2)CC1 (stereo not drawn)
1,O=C(c1ccc(N2CCCC2)c([N+](=O)[O-])c1)N1CCN(c2ccccn2)CC1
6,COc1ccccc1NC(=O)CN(C)S(=O)(=O)c1ccc(F)cc1
8,O=C(CSc1nnc(-c2ccc(Cl)cc2)o1)NNC(=O)c1ccncc1
3,O=C(COC(=O)C1CCN(S(=O)(=O)c2cccs2)CC1)c1cc2ccccc2o1
-1,CN(C(=O)COC(=O)c1cccs1)c1c(N)n(Cc2ccccc2)c(=O)[nH]c1=O
-1,COc1ccccc1N1CCN(S(=O)(=O)CCNC(=O)c2cccc(F)c2)CC1
5,CC(=O)Nc1nc(-c2ccccc2)ns1
-3,CCc1ccccc1Nc1nc(N)nc(COC(=O)CCNS(=O)(=O)c2ccccc2)n1
4,COc1ccc(S(=O)(=O)N2CCCC2)cc1NC(=O)c1ccccc1F
-2,COc1ccc(S(=O)(=O)N2CCC[C@H]2C(=O)NCc2ccc(Cl)cc2)cc1
1,Cc1onc(-c2ccccc2Cl)c1C(=O)Nc1cccc2cccnc12
0,O=C(CN1CCN(Cc2ccc(F)cc2Cl)C1=O)NCc1cccs1

Next section:
TbREL1 inh,molecule
1,Cc1ccc(NC(=O)CN(C)C(=O)CSc2nnc(C)s2)cc1
-1,Cc1ccc(C)c(NC(=O)C2CCN(C(=O)c3cccs3)CC2)c1
-1,Cc1cccc(C)c1-n1nnnc1C(c1ccnc2ccccc12)N(C)Cc1ccccc1 (stereo not drawn)
3,CCc1nc(N2CCN(S(=O)(=O)c3ccc(Br)cc3)CC2)c2c(C)c(C)sc2n1
2,COC(=O)N1CCCC(c2cc(C(=O)Nc3ccccc3Cl)no2)C1 (stereo not drawn)
1,OC[C@@H]1[C@@H](c2ccccc2)C(c2cccc(Cl)c2)=NN1c1ccccc1
0,COc1ccccc1NC(=O)Cn1cc(C(=O)C(=O)N2CCOCC2)c2ccccc21
1,CC(C)CNS(=O)(=O)/C=C/c1cc2c(cc1CNC(=O)OC(C)(C)C)OCO2
-6,Cn1cc(C[C@H](NC(=O)OC(C)(C)C)C(=O)N[C@H](CO)Cc2ccccc2)c2ccccc21
-1,COC(=O)C1CCN(C(=O)COc2ccc(N(C)S(=O)(=O)c3ccc(C)cc3)cc2)CC1
4,Cc1c(OCc2nn[nH]n2)ccc2c3c(c(=O)oc12)CCCC3
3,CCOc1cc2c3c(c1)C(C)=CC(C)(C)N3C(=O)C2=O
-3,CCOC(=O)[C@]12CCCC=C1N(CCCOC)C(=O)[C@@H]2CC(=O)NCc1cccs1
2,CC1Cc2ccccc2N1C(=O)CCn1cccn1 (stereo not drawn)
-1,Cc1ccc(C)c(S(=O)(=O)N2CCCC2CNC(=O)C(=O)NCCN2CCOCC2)c1 (stereo not drawn)

(further entries)
TbREL1 inh,molecule
4,Cc1ccc(NC(=O)CCC(=O)OCc2ccc(Br)cc2)cc1
0,O=C(NCCOc1ccccc1)C(=O)NCC1CCCO1 (stereo not drawn)
-2,CN(C)CCNC(=O)c1onc(CSc2ccc(F)c(F)c2)c1C(=O)NCCN(C)C
-1,O=C(O)c1ccc(NC(=O)C(c2ccccc2)c2ccccc2)cc1

Molecules from the list above that contain fluorine:
TbREL1 inh,molecule
-3,Cc1cc(C)nc(NS(=O)(=O)c2ccc(NC(=O)C(C)Oc3ccccc3F)cc2)n1 (stereo not drawn)
-1,C[C@H](CO)N1C[C@H](C)[C@@H](CN(C)C(=O)Nc2ccccc2)Oc2ccc(NC(=O)CCC(F)(F)F)cc2C1=O
-2,O=C(c1ccco1)N1CCN(C(c2ccccc2F)c2nnnn2Cc2cccs2)CC1 (stereo not drawn)
-3,CCN(CC(=O)Nc1c(F)cccc1F)C(=O)CCNC(=O)c1ccc([N+](=O)[O-])cc1
-1,COc1ccc(-c2cc(C(F)(F)F)nc(N3CCOCC3)n2)cc1
3,CCOc1cc(/C=N/NC(=O)Cn2nc([N+](=O)[O-])cc2C)ccc1OCc1ccc(F)cc1
6,CC(C)(C)NC(=O)COC(=O)/C=C/c1ccc(F)cc1
4,Nn1c(SCC(=O)Nc2nccs2)nnc1-c1cc(-c2ccc(F)cc2)n[nH]1
-1,CN(CC(=O)Nc1cccc(F)c1)CC(=O)Nc1cccc2ccccc12
-2,COc1ccc(N2C(=O)C(F)(F)C2c2ccc(C)cc2)cc1OC (stereo not drawn)
3,C[C@H]1[C@H](c2ccccc2)Oc2cc(Br)ccc2S(=O)(=O)N1Cc1cccc(F)c1
-1,CCCc1ccc2c(C(F)(F)F)cc(C(F)(F)F)cc2n1
6,COc1ccccc1NC(=O)CN(C)S(=O)(=O)c1ccc(F)cc1
-1,COc1ccccc1N1CCN(S(=O)(=O)CCNC(=O)c2cccc(F)c2)CC1
4,COc1ccc(S(=O)(=O)N2CCCC2)cc1NC(=O)c1ccccc1F
0,O=C(CN1CCN(Cc2ccc(F)cc2Cl)C1=O)NCc1cccs1
-2,CN(C)CCNC(=O)c1onc(CSc2ccc(F)c(F)c2)c1C(=O)NCCN(C)C
